Screening data as filed in PubChem.
RBX1-CUL1 inh: inhibitors of human ROC1-CUL1 ubiquitin ligase activity | P62877+Q13616 | in vitro K48 di-Ub FRET, acceptor:donor ratio, 45 min | inhibition, % at 10 µM | 140,000 compounds, 0.6% hits | AID 1347404; in the data active = inhibition above about 25%
Target sequence (P62877 whole entry, looked up): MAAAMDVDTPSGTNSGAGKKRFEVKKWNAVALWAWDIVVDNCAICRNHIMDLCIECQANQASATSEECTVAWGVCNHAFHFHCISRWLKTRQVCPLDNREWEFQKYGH
Target sequence (Q13616 whole entry, looked up): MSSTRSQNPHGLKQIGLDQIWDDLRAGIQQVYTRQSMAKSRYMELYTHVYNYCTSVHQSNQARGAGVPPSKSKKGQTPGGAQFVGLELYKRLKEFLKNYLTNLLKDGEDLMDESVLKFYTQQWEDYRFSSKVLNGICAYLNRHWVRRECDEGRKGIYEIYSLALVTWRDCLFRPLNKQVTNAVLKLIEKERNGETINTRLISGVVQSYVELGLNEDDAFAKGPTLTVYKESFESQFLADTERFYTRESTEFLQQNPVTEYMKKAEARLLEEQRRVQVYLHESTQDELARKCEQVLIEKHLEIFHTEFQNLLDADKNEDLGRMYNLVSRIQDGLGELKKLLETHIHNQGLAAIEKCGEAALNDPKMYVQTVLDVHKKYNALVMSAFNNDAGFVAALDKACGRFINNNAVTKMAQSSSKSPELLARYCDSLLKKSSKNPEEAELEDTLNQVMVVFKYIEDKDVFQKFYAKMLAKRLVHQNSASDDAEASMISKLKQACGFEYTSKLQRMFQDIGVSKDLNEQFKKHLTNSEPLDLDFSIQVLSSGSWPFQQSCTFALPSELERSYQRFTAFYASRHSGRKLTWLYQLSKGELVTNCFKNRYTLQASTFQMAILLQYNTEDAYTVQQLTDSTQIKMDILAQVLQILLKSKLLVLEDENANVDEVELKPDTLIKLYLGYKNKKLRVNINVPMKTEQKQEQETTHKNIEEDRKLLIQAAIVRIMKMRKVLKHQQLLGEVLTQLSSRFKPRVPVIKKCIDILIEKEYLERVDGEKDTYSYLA
* = called active by the depositor. The list is partial; count on the stated rates, not on these rows.

The opening 6 compounds, to show the layout:
canonical_smiles | RBX1-CUL1 inh
CCS(=O)(=O)N1CCCC(C(=O)Nc2cccc(SC)c2)C1 (stereo not drawn) | 4.6
O=c1[nH]c(CN2CCOCC2)nc2sc3c(c12)CCCC3 | -2.7
Cc1nc2ccc(S(=O)(=O)N(C)CC(=O)Nc3ccc(Br)c(C)c3)cc2s1 | 2.0
CCOC(=O)CC1COCCN1Cc1nc(-c2ccsc2)oc1C (stereo not drawn) | 0.6
O=c1c(-c2cc(-c3ccc(Cl)cc3)nc3c2COc2ccccc2-3)coc2ccccc12 | -3.9
COc1ccccc1N1CCN(c2nc(C)c3c(n2)CCCC3=O)CC1 | 4.3

This part in full, from the first entry:
canonical_smiles | RBX1-CUL1 inh
CCS(=O)(=O)N1CCCC(C(=O)Nc2cccc(SC)c2)C1 (stereo not drawn) | 4.6
O=c1[nH]c(CN2CCOCC2)nc2sc3c(c12)CCCC3 | -2.7
Cc1nc2ccc(S(=O)(=O)N(C)CC(=O)Nc3ccc(Br)c(C)c3)cc2s1 | 2.0
CCOC(=O)CC1COCCN1Cc1nc(-c2ccsc2)oc1C (stereo not drawn) | 0.6
O=c1c(-c2cc(-c3ccc(Cl)cc3)nc3c2COc2ccccc2-3)coc2ccccc12 | -3.9
COc1ccccc1N1CCN(c2nc(C)c3c(n2)CCCC3=O)CC1 | 4.3
CC(=O)N(c1cccc2ccccc12)S(C)(=O)=O | 5.3
N#CCSc1nc2sc3c(c2c(=O)n1Cc1ccccc1)CCCC3 | -7.7
CCCNC(=O)C1CCN(Cc2ccccc2F)CC1 | 1.1
CCC(CC)=NN=CC1C(=O)N(CC)c2cc(C3=NNC(=O)CC3)ccc21 (stereo not drawn) | -0.9
CCOc1ccc2nc(SCC(=O)NC3CCCCC3C)sc2c1 (stereo not drawn) | 0.2
COc1ccc(OCCNC(=O)c2ccccc2OCC(=O)NCCc2ccccc2)cc1 | -2.4
Cc1ccccc1OCC(=O)Nc1ccc(Oc2ccc3c(c2)C(=O)NC3=O)cc1 | 6.0
CCOC(=O)CNC(=O)Cn1nc(N2CCN(c3ccccc3)CC2)ccc1=O | -3.3
Cn1cnnc1SCC(=O)Nc1cccc(C(F)(F)F)c1 | 8.2
COC(=O)Cn1cc(CC2=NC(=O)N(Cc3ccc(Cl)cc3)C2=O)c2ccccc21 | 7.7
Cc1c(CN(C)C(=O)CCCn2nnnc2CN2CCC(C)CC2)[nH]c2ccccc12 | 7.2
CCCN1CCC(NC(=O)COc2ccccc2Cl)CC1 | -2.0
COc1cccc2cc(C(=O)Nc3ccc(C)cc3)c(=O)oc12 | 8.4
O=C(NC1CCCC1)c1ccc(Cl)cc1 | 1.5
Cc1nc(Cl)cc(-c2ccccn2)n1 | 6.9
CCOc1ccccc1NC(=O)CN1C(=O)CC(c2ccco2)Sc2ccccc21 (stereo not drawn) | 6.2
CCCCN1C(=O)C(O)(c2c(C)[nH]c3ccccc23)c2cc(Br)ccc21 (stereo not drawn) | 0.1
CCOC(=O)c1c(OC(C)=O)c(Cc2ccccc2)c(=NC(C)=O)n(Cc2ccccc2)c1C | 7.7
Cc1cccc(-n2c(Cc3ccccc3)nnc2SCC(=O)Nc2ccc(F)c(Cl)c2)c1 | -1.1
COc1ccccc1N1CCN(c2ncnc3scc(-c4ccc(C)c(C)c4)c23)CC1 | 5.5
CCCc1nnc(SCC2=Nc3cc(C)cc(C)c3C(=O)C2)n1C | 2.8
Cc1ccc(F)cc1S(=O)(=O)N1CCC(c2nc3ccccc3s2)CC1 | 1.1
O=C(CN(c1ccc(Cl)cc1Cl)S(=O)(=O)c1ccccc1)Nc1cc(C(F)(F)F)ccc1Cl | 0.0
CC(CCc1ccccc1)NC(=O)C1(c2ccccc2)CCCC1 (stereo not drawn) | 6.3
Cc1ccc(OCC(=O)Nc2nnc(S(=O)(=O)N3c4ccccc4CC3C)s2)cc1 (stereo not drawn) | 8.4
CCCn1cnc(NC(=O)NCCc2cccc(OC)c2OC)n1 | 7.1
O=C(CS(=O)(=O)Cc1ccccc1)Nc1ccccc1Cl | 5.1
O=C1/C(=C/c2coc3ccc(Br)cc3c2=O)COc2ccccc21 | -4.6
C=C(C)C(=O)OCCOc1ccc(C2=NCCO2)cc1 | 1.1
CCn1c(CNC(=O)COc2ccc(C(C)C)cc2)nnc1SCC(=O)Nc1ccc(Cl)c(Br)c1 | -5.4
O=C(CSc1ccccc1)NC1CCCC1 | 4.8
CC1CCCC(OC(=O)c2cc([N+](=O)[O-])cc([N+](=O)[O-])c2)C1 (stereo not drawn) | -6.9
O=C1c2ccccc2NC(c2cccc(Cl)c2)N1N=C1CCCCCC1 (stereo not drawn) | 6.7
Nc1c2c(nc3ccc(Cl)cc13)CCC2 | 5.8
CCCN(C(=O)Cn1ncc2c([nH]c3ccc(C)cc32)c1=O)c1ccccc1C | -5.7
CCOc1ccc2c(c1)-c1c(ssc1=Nc1cc(Cl)ccc1Cl)C(C)(C)N2 | -5.1
Cc1c(C)n(C(=O)CSc2ccc(Cl)cc2)c2ccccc12 | 4.4
CCN(CC)c1cc2c(cc1F)c(=O)c(S(=O)(=O)c1ccc(C)cc1)cn2Cc1ccc(F)cc1 | -2.4
NC(CCCc1ccc(F)cc1)c1ccc2c(c1)OCCO2 (stereo not drawn) | 1.7
Cc1ccc(S(=O)(=O)N2CCCc3cc(NC(=O)c4ccc(F)c(F)c4)ccc32)cc1 | -13.5
O=C(c1ccccc1)c1ccc(-c2nc(-c3c4ccccc4c(Cl)c4ccccc34)[nH]c2-c2ccccc2)cc1 | -6.9
COc1cc(C(=O)NC(C)CO)ccc1OC1CCN(C2CCCC2)CC1 (stereo not drawn) | 22.4
Cc1nn(Cc2ccc(Cl)cc2Cl)c(C)c1NC(=O)C12CC3CC(CC(C3)C1)C2 | 0.9
CCOc1cccc(NC(=O)c2sc3nc(-c4ccc(OC)cc4)ccc3c2N)c1 | 2.2

Next compounds follow.
canonical_smiles | RBX1-CUL1 inh
COc1ccc(C(/C=C/c2ccc3c(c2)OCO3)=N\NC(=O)c2ccccc2)cc1 | 0.1
O=C(Cc1cccc2ccccc12)Nc1cccnc1Cl | 0.9
COc1ccc(C(=O)N2CCN(c3cccc(Cl)c3)CC2)cc1 | 10.1
CCSc1nnc(NC(=O)c2cc(=O)c3cc(C)ccc3o2)s1 | 3.0
CC(=O)N1CCOC12CCCCC2 | 6.2
CNc1nc(N)c(C(=O)c2ccc(C)cc2)s1 | 6.4
CCc1ccc(CNCc2c(C(=O)O)n(Cc3cccc(F)c3)c3cc(OC)ccc23)cc1 | -2.9
COc1ccc(/C=C2/SC(=O)N(CN3CCN(c4cccc(C)c4)CC3)C2=O)cc1OC | 2.4
CC1=C(C(=O)Nc2ccc(C)cc2)C(c2cccc(Cl)c2Cl)NC(=S)N1 (stereo not drawn) | 5.0
Cc1cc2c(=O)n(-c3ccccc3)c(=S)[nH]c2s1 | -1.2
CC(C)c1nnc(NC(=O)CSc2nnc3c(n2)[nH]c2ccccc23)s1 | 4.8
CCc1cc2c(=O)n(-c3ccc(Cl)cc3)c(SCC(=O)c3ccc(Br)cc3)nc2s1 | -1.0
COc1cc(C(=O)Nc2ccc(Br)c(C)n2)ccc1OCc1ccc(Cl)cc1 | 0.9
Cc1ccc(S(=O)(=O)CC(=O)Nc2cc(Cl)ccc2N2CCOCC2)cc1 | -5.5
Cc1cc(Cn2ccc(-c3cccc(-c4nccs4)c3)n2)no1 | 5.9
CC(C)Cc1ccc(C(C)C2NCCc3cc4c(cc32)OCO4)cc1 (stereo not drawn) | 4.8
COCCN1C(=O)CC(CC(=O)N2CC3(C)CC2CC(C)(C)C3)(c2cccc(OC)c2)C1=O (stereo not drawn) | 6.5
COc1ccc(C(Nc2ccccn2)C2OC(CO)=CC(=O)C2=O)cc1 (stereo not drawn) | -2.0
Cc1ccc(C(=O)NC2(C(F)(F)F)C(=O)N(Cc3ccccn3)C3=C2C(=O)CC(C)(C)C3)cc1 (stereo not drawn) | 0.2
CN(C)c1ncc2c(n1)CCCC2NC(=O)CN1CCCCC1 (stereo not drawn) | 8.0
CCOc1ccc(NC(=O)Cn2c(CCC(=O)O)ccc2-c2ccc(C)cc2)cc1 | 0.8
Cc1ccccc1NC(=O)[C@H](CSCc1ccccc1)N1Cc2ccccc2C1=O | 0.1
COc1ccc2c(c1)CCc1sc(NC(=O)c3ccc(Br)cc3)nc1-2 | -1.5
CC(=O)Nc1ccc(CN2CCC(N3CCC(C(=O)N4CCCC4)CC3)CC2)cc1 | 10.4
Cc1cc(C)cc(-n2c(SCC(=O)N3CCCCCC3)nc3c([nH]c4ccccc43)c2=O)c1 | 2.9
Cc1ccc(NCN2C(=O)C3C4CCC(C4)C3C2=O)cc1 (stereo not drawn) | 5.2
Cc1cccc(-n2nc(C(=O)Nc3ccccc3)n3c(=O)c(C#N)c(-c4ccccc4)nc23)c1 | 11.0
COc1ccc(Cn2c(CO)cnc2SCc2ccc(F)cc2)cc1 | 0.1
CSc1ccc(CNCC2CCNCC2)cc1 | -6.0
N#Cc1ccc(-c2cccs2)nc1SCc1c(F)cccc1Cl | 5.8
Cc1ccc(C(=O)Nc2cc3nn(-c4ccccc4)nc3cc2Cl)c(C)c1 | 0.8
CCOC(=O)C1C(C)=NC(=O)CC1c1cccc(Oc2ccccc2)c1 (stereo not drawn) | 3.7
CCc1[nH]nc2c1C(c1ccc(OCC(N)=O)cc1)C(C#N)C(=N)O2 (stereo not drawn) | -19.2
COc1ccc(CC2(CCC(=O)NC(c3ccncc3)c3ccccc3C)CCC(=O)N2)cc1OC (stereo not drawn) | 3.9
O=C(O)c1ccc(CNCc2cccs2)cc1 | -0.5
Cc1cc(C(=O)COC(=O)c2ccc3c(c2)OCCO3)ccc1Br | 7.9
O=C(c1ccc2nc3ccccc3c(=O)n2c1)N1CCN(c2ccc(F)cc2)CC1 | 10.5
O=C1CCCC2=C1CC1=C(CCCC1=O)N2c1cccnc1 | -0.9
COc1ccccc1N1CCN(C(=O)c2cc(Br)cs2)CC1 | 0.6
CCNC(=O)COc1ccc(S(=O)(=O)NC2CCCCC2)cc1 | -0.2
CSC(SC)=C(C(C)=O)C(=O)c1ccc(C)cc1 | 5.7
CCOc1ccc(-n2c(CCc3ccccc3)nnc2SCC(=O)N2CCOCC2)cc1 | 4.5
O=C(Nc1nc2ccccc2[nH]1)C1CC1c1ccccc1 (stereo not drawn) | 3.9
S=c1[nH]nc2c3sc4nc5c(c(-c6ccc(Cl)cc6)c4c3ncn12)CCc1sccc1-5 | 5.4
CC1=C2C=CC=CN2C(=O)C(c2ccccc2)=C(c2ccccc2)C=C1c1ccccc1 | 4.9
N=c1n(CCc2ccccc2)c2ccccc2n1Cc1ccccc1F | -2.4
CCCN(C(=O)Cn1ncc2c1-c1ccccc1OC2)c1cccc(C)c1 | 5.8
COc1ccccc1N1CCN(Cc2cc(COC(C)C)c3cccnc3c2O)CC1 | -7.4
Cc1csc(C(C)N(C)C(=O)CC2(c3ccc(-c4ccccc4)cc3)CC(=O)N(C)C2=O)n1 (stereo not drawn) | 7.1
O=C(NCCc1ccc(Cl)cc1)c1cnc2sc(N3CCCC3)nn2c1=O | 4.2

Next part.
canonical_smiles | RBX1-CUL1 inh
CC1C(=O)N2CCCc3cc(S(=O)(=O)Nc4ccc(Br)cc4F)cc1c32 (stereo not drawn) | 2.6
O=C(Nc1ccc(F)cc1)C1CCN(C(=O)c2ccccc2F)CC1 | 10.1
Cc1ccc(C)c(NC(=O)C2CCCN(c3ncnc4onc(C)c34)C2)c1 (stereo not drawn) | 5.5
CCN(CC)C(=S)NC(=O)COc1ccc(OC)cc1 | -3.3
Cc1ccc(C)c(NCC(=O)c2ccc(Cl)cc2)c1 | 2.7
CCOc1ccc(OCC)c(N2C(=O)NC(=O)/C(=C\c3cccs3)C2=O)c1 | -6.6
NC(=O)C1CCN(C(=S)NC2CCCCC2)CC1 | 5.7
Cc1ccc(CN(C(=O)COc2ccc(C(C)(C)C)cc2)C2CCS(=O)(=O)C2)o1 (stereo not drawn) | 9.0
Cc1ccc(-n2c(=O)c3c(cnn3C)n(CC(=O)Nc3ccccc3C)c2=O)cc1 | -17.0
CC(C)Cn1c(Cl)nc2c1c(=O)n(C)c(=O)n2C | 5.3
COC(=O)c1coc(-c2ccc(C)cc2)c1C(=O)OC | 3.1
Fc1ccc2[nH]cc(Cc3ccccc3Cl)c2c1 | 2.4
CC(C)NC(=O)NC(=O)C(F)(F)F | 9.3
Cc1ccc(C)c(N=Cc2cc(Cc3ccccc3)cc([N+](=O)[O-])c2O)c1 | -4.3
NC(=O)c1c(NC(=O)CCn2cnc3ccccc3c2=O)sc2c1CCCC2 | 3.2
Cc1cccc(NC(=O)c2oc3ccccc3c2NC(=O)Cc2coc3ccc(C(C)C)cc23)c1 | 4.9
CCCn1c(N)nc2ccccc21 | 0.2
Cc1ccc(-c2noc(-c3ccccc3OCC(=O)Nc3ccccc3[N+](=O)[O-])n2)cc1 | -0.8
O=C(CSc1nnc(-c2ccc(Cl)cc2)o1)OC1CCCCC1 | 3.9
OCc1ccc(CN2CCC(n3cc(C4CCCCC4)nn3)CC2)o1 | -1.6
O=S(=O)(Cc1ccc(F)cc1)N1CCN(c2cccc(Cl)c2)CC1 | 8.6
CCOc1ccc(NC(=O)CCn2c(=O)c3cccn3c3cccnc32)cc1 | -2.5
CCSc1nc2sc3c(c2c(=O)n1-c1ccc(C)cc1)CCCCC3 | 0.9
CCOC(=O)N1CCC(N2CCOc3c(cc(-c4ccccc4C)cc3OCC3CCOC3)C2)CC1 (stereo not drawn) | 0.5
Nc1c(-c2nnc(SCC(=O)c3ccccc3)o2)cnn1-c1ccccc1 | -0.6
Cc1cc(C)c2c3ccccc3n(C)c2n1 | -3.8
Cn1ncc(N2CCC(CNC(=O)CCc3cn4ccccc4n3)C2)cc1=O (stereo not drawn) | 1.7
CCOC(=O)c1ccc(NC(=O)CSc2nccn2-c2cc(C)cc(C)c2)cc1 | 10.3
COC(=O)c1c(-c2cccs2)csc1NC(=O)c1ccc(OC)c(OC)c1 | 2.7
Cc1cc(C)c2c3c(sc2n1)C(c1ccc(F)cc1F)C(C#N)C(=N)O3 (stereo not drawn) | -1.9
